UDG counter = UDG inhibition counter-screen; Potency, µM (highest dose often 115 µM), for inactives: at the top dose activity change, negative = inhibition, actives largely listed as inhibitors; FRET deamination/UDG coupled assay, UDG read, 4 h; 91,000 tested, 0.14% active; also: nearly all actives have a fitted effect of over 65% in size
AID inhibitor = blocks human AID cytidine deaminase activity | Q9GZX7 | AID deamination FRET fluorescence, UDG-coupled, 4 h | Potency, µM (series often up to 115 µM), for inactives: top-dose activity change, negative = inhibition, most hits filed as inhibitors | 91,000 tested, 0.32% active; also: nearly all actives have a fitted effect of over 25% in size
Target sequence (Q9GZX7 whole entry, looked up): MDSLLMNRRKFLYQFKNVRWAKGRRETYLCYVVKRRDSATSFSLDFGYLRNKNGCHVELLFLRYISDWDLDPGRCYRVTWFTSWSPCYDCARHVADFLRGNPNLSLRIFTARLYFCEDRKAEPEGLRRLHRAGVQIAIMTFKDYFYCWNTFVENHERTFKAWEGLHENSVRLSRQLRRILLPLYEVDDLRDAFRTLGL
Numbers without * were called inactive; ? = inconclusive; [ ] = dose if it differs, or a comment. Calls follow the shape of the dose curve; as a rule, active = well fitted curve in the direction sought with a large enough effect; inconclusive = small, poorly fitted or top-dose-only effect, or another doubt; inactive = no such curve, though single readings can be large; an effect the other way counts as inactive or inconclusive. % is scaled to controls: 0 for no effect and ±100 for the full control effect; potency is read from the fitted curve at half-maximal effect.

SMILES	UDG counter	AID inhibitor
O=C(Nc1cccnc1)c1cc(-c2ccc(F)cc2)nc2ccccc12	-7%	-10%
Cc1cc(SC(C)C(=O)N(C)C)nc2ccccc12 (centres undefined)	9%	-3%
CC(C)(C)OC(=O)N1CCN(C(C(=O)O)c2c[nH]c3ccc(OCC#N)cc23)CC1 (centres undefined)	-2%	1%
Cc1cccc(NC(=O)CCNS(=O)(=O)c2ccc3c(c2)CCCC(=O)N3)c1C	-5%	-14%
C=CC(=O)c1ccc(CCCCCC)cc1	0%	-11%
CCOc1ccccc1C(=O)Oc1ccc(-c2ccc(C#N)cc2)cc1	3%	-4%
COc1ccc(C(=O)NCc2ccc3c(c2)CCN3C(C)=O)c(OC)c1	-6%	3%
O=C(CN1C(=O)CSc2ccccc21)NOCc1ccccc1	-12%	-4%
COC(=O)CNC(=O)c1cc(C)ccc1C	-9%	-4%
NC(=O)C(Sc1ccc(C(F)(F)F)cn1)c1ccccc1 (centres undefined)	-6%	-8%
CCOc1cccc(COC(=O)c2cccc(S(=O)(=O)N3CCOCC3)c2)c1OC(F)F	-1%	-5%
COc1ccc(NC(=O)CSc2cn(CCNC(=O)c3ccc(OC)cc3)c3ccccc23)cc1	-5%	?
COc1ccc(C(=O)C(C)Oc2ccc(C#N)cc2OC)cc1 (centres undefined)	0%	-5%
CCOC(=O)c1c(C)[nH]c(C)c1S(=O)(=O)N1CCC(C(=O)NCc2ccc(OC)cc2)CC1	-7%	-5%
CCOC(=O)c1ccccc1NC(=O)N(Cc1ccco1)C1CCN(C(C)=O)CC1	-5%	-4%
Cc1ccc(CN2C(=O)C(=O)c3cc(Br)cc(C)c32)cc1	24%	52%[activator]
Cn1c(=O)c2c(ncn2CC(=O)Nc2ccccc2Cc2ccccc2)n(C)c1=O	7%	-2%
CC(NC(=O)CCC1CCCO1)c1cccs1 (centres undefined)	7%	0%
O=C1CCCCCC1Sc1nccc(C(F)(F)F)n1 (centres undefined)	2%	4%
CCn1cc2nc(SCC(=O)Nc3ccc(C)cc3C)n(Cc3ccc(C)cc3)c(=O)c2n1	6%	?
CCCOc1cc(O)c2c(=O)cc(-c3ccccc3)oc2c1	-3%	-7%
CCCc1cnc2c(c1SCC(=O)Nc1c(C)cc(C)cc1C)c(=O)n(C)c(=O)n2C	16%	6%
O=C(CCc1ncc(-c2ccccc2Cl)o1)N1CCN(S(=O)(=O)c2ccc(F)cc2)CC1	-6%	-25%
COc1ccccc1C(c1ccc(C)o1)c1ccc(C)o1	-5%	-4%
CCc1ccc(NC(=O)c2ccc3c(c2)N(Cc2ccc(C)cc2)CCS3)cc1	-1%	2%
COC(=O)c1ccc(NC(=O)CCc2c(C)nc3c(c2C)c(=O)n(C)c(=O)n3C)cc1	1%	16%
CC(=O)c1ccc(NC(=O)NCCCN(C)CC(F)(F)F)cc1	9%	7%
Cc1ccc2oc(C(=O)Nc3nonc3-c3cccs3)c(C)c2c1	-1%	-2%
CCCNC(=O)C1CN(C(=O)c2nn(-c3ccccc3)c(=O)c3ccccc23)c2ccccc2O1 (centres undefined)	-10%	-4%
Cc1nnc(NC(=O)CSCc2cc(=O)c3cc(Cl)ccc3[nH]2)s1	-1%[57.5 µM]	-9%
Clc1ccc2nc(-c3cccs3)c(Nc3ccc4c(c3)OCCO4)n2c1	-8%	0%
Cc1ccc(NC(NC(=O)C(C)(C)C)C(Cl)(Cl)Cl)cc1 (centres undefined)	-8%	-7%
COC(=O)c1cncc(C(=O)OC)c1	2%	-1%
Cc1cc(-c2ccc(S(=O)(=O)Nc3ccccc3F)s2)on1	-22%	3%
CC(C)CCC(C)NC(=O)c1ccc(CN2CCCC2=O)cc1 (centres undefined)	-4%	-6%
Cc1ccc(-c2nc(Cn3cnc4ccsc4c3=O)co2)cc1	-7%	-9%
COc1cc(CNC(=O)c2nccnc2N)ccc1OCc1ccncc1	-8%	-4%
COc1ccc(NC(=O)c2cc3cc(C)ccc3[nH]2)cc1	6%	-3%
O=C(Nc1ccccc1Cl)c1nc2ccccc2nc1N1CCCCC1	4%	-3%
COc1ccc(OC)c(CCNC(=O)CCn2c(=O)c3cccn3c3ccc(F)cc32)c1	8%[57.5 µM]	4%
C=CCNC(=O)NC(=O)CN1CCCCC1	-7%	-3%
COc1cc(/C=N/O)c(Br)c(Br)c1O	-7%	-1%
CCOc1ccc(NC(=O)c2c(NC(=O)c3ccccc3F)sc3c2CCC3)cc1	-14%[57.5 µM]	-9%[57.5 µM]
CCCN1CCc2nc(N3CCN(C)CC3)ncc2C1	-11%	208%[activator]
Cc1ccc(SCc2ccc(C(=O)Nc3ccccc3C(C)C)cc2)cc1	1%	2%
COC(=O)C1=C(c2ccccc2)c2ccccc2S(=O)(=O)N1CC(=O)Nc1cc(C)ccc1C	-10%	6%
O=Cc1cccn1-c1ccc(F)c(Cl)c1	-8%	-13%
N#Cc1ccc(CSc2nc3c(c(=O)[nH]2)CCCC3)cc1	-6%	10%
COc1ccc(C(C(=O)NCc2ccccc2)N(C(=O)Cn2nnc3ccccc32)c2cccc(OC)c2)cc1 (centres undefined)	-3%	-4%
CC1CCN(S(=O)(=O)c2cc(C(=O)NCc3ccc(F)cc3)n(C)c2)CC1	2%	-23%
COc1ccc(-c2nn(-c3ccccc3)cc2C(=O)NCC(C)(C)N2CCOCC2)cc1OC	-9%	34%[activator]
CC1(C)CC(NC(=O)c2cc3ccccc3cc2NC(=O)C2CC2)CC(C)(C)N1	-11%	12%
Cc1cccc(OCCSC(C)C(=O)NC(C)(C)C)c1 (centres undefined)	7%	-2%
Cc1ccc(Nc2ncc(C(=O)N3CCN(c4ccc(F)cc4)CC3)c3ccccc23)cc1Cl	-28%	?
CCCCCCC(C)Oc1ccc(-c2ccc(-c3ccc(CCCCC)cc3)nc2)cc1 (centres undefined)	-3%	-3%
Cc1cc(C)cc(NC(=O)Cn2cc(S(=O)(=O)NC(C)(C)C)c(S(=O)(=O)NC(C)(C)C)c2)c1	-3%[57.5 µM]	-3%[57.5 µM]
CSc1ccccc1C(=O)Nc1ccccc1Sc1ccccc1	1%	-14%
CC(C)CC(=O)N(Cc1ccccc1)S(=O)(=O)c1ccc2c(c1)oc(=O)n2C	20%	26%
CCOC(=O)c1c(C)c(C(=O)Nc2ccc(F)c(Cl)c2)c(C)n1C	-9%	7%
COc1ccc(Nc2nc(N)c(C(=O)c3ccc(OC)c(OC)c3)s2)cc1	-5%	-11%

In another format: 4 of the compounds above
CCOc1ccccc1C(=O)Oc1ccc(-c2ccc(C#N)cc2)cc1
  UDG counter: 3%	AID inhibitor: -4%

COc1ccc(C(=O)NCc2ccc3c(c2)CCN3C(C)=O)c(OC)c1
  UDG counter: -6%	AID inhibitor: 3%

O=C(CN1C(=O)CSc2ccccc21)NOCc1ccccc1
  UDG counter: -12%	AID inhibitor: -4%

COC(=O)CNC(=O)c1cc(C)ccc1C
  UDG counter: -9%	AID inhibitor: -4%

(more compounds)
SMILES	UDG counter	AID inhibitor
Cc1cc(=O)[nH]c2nnc(SCC(N)=O)n12	2%	0%
Cc1cc(C)c(Cn2c3ccccc3c3cnn(CC(=O)NCc4ccc(Cl)cc4)c(=O)c32)c(C)c1	7%	-8%
CCOC(=O)C1=C(C)NC(C)=C(C(=O)OC)C1c1cccc([N+](=O)[O-])c1 (centres undefined)	-17%	?
Cc1cc(C)c2nc(SCC(=O)NC(N)=O)cc(C)c2c1	5%	3%
CCc1ccc(NC(=O)C2CCCN(S(=O)(=O)c3ccc4c(c3)oc(=O)n4C)C2)cc1 (centres undefined)	2%	4%
Cc1ccc(NC(=O)CCc2cc(C(C)(C)C)c(O)c(C(C)(C)C)c2)cc1	1%	-10%
Cc1ccc(NC(=O)CSc2nnc3scc(-c4ccccc4)n23)cc1	-21%	-4%
COc1ccc(OC)c(CNC(=O)c2ccc(NC(=O)c3nsc4ccccc34)cc2)c1	-4%	2%
COc1ccc(-c2nnc(SCC(=O)NC(C)c3ccc4c(c3)CCCC4)o2)cc1 (centres undefined)	-5%	-12%
O=C(CCc1c[nH]c2ccccc12)NCCCN1CCCCC1	-1%	2%
Cc1ccc(NC(=O)c2ccc(NC(=O)C3=CSCCO3)cc2)cc1C	2%	-9%
COc1cc(OC)cc(C(=O)Nc2c(C(=O)Nc3ccc(F)cc3)oc3ccccc23)c1	-6%	15%
CCN1CCN(C(c2ccccc2)c2sc3nc(-c4ccco4)nn3c2O)CC1 (centres undefined)	-11%	-9%
CCN(CCCNC(=O)c1cc2c(=O)n(CC)c3ccccc3c2s1)c1ccccc1	-7%	-22%
N#Cc1c(NC(=O)CSc2nc3ccccc3[nH]2)sc2c1CCC2	5%	13%
CC(C#N)OC(=O)c1ccccc1Cc1ccccc1 (centres undefined)	-2%	-8%
O=C(Cn1c(=O)n(Cc2ccc(C(=O)NCc3ccccc3Cl)cc2)c(=O)c2ccccc21)Nc1ccc(F)c(Cl)c1	1%	22%
Cc1cc(C)c(S(=O)(=O)NCC(c2ccc(N(C)C)cc2)N2CCc3ccccc32)c(C)c1 (centres undefined)	-12%	-28%
Cn1cc(C(C(=O)O)N2CCN(C=O)CC2)c2ccc(C(=O)O)cc21 (centres undefined)	6%	-1%
COC(=O)c1noc(-c2ccc(Cl)cc2)n1	2%	-4%
COCCCNC(=O)c1cc2n(n1)CCCN(Cc1ccc(C)cc1)C2=O	-1%	-1%
O=C(CSc1nnc(CNC(=O)c2ccccc2F)n1-c1ccccc1)Nc1ccccc1F	-17%	-16%
COc1cc(-c2nc(SCC(=O)Nc3ccc(C)cc3)c(-c3ccc(F)cc3)[nH]2)cc(OC)c1OC	-15%	1%
CN(C)c1oc(/C=C/c2ccc(F)cc2)nc1C#N	-5%	1%
O=C(Nc1nnc(C2CC2)s1)c1ccc2ccccc2n1	1%	1%
O=C1CCc2cc(C(=O)OCC(=O)C3CCCCC3)ccc2N1	-11%	-2%
c1cncc(CNCCCN2CCCCC2)c1	-5%	2%
CN(Cc1ccccc1)C(=O)CSc1c2c(nc3ccc(Cl)cc13)CCCC2	-4%	-18%
O=C(Nc1ccc(SC(F)F)cc1)c1cc(-c2ccccc2)nc2ccccc12	-4%	-3%
O=C(CCc1cccnc1)Nc1ccccc1	-5%	-16%
CCC(=O)C1=C(c2ccc(F)cc2)N(C(=O)CC)n2c(nnc2C2CCCCC2)S1	-5%	23%
COCC(=O)N1CCN(c2oc(-c3ccc(C)cc3)nc2S(=O)(=O)c2ccccc2)CC1	-6%	-5%
CS(=O)(=O)NC1CCN(C(=O)c2cc(Cl)ccc2F)CC1	0%	1%
COc1ccc(C2C=C(c3ccccc3)Nc3nc(NC(=O)/C=C/c4ccc(Cl)cc4)nn32)cc1 (centres undefined)	5%	-15%
O=C(CCCc1c[nH]c2ccccc12)N1CCCC1c1ccc(F)cc1 (centres undefined)	2%	-11%
Cc1ccc(NC(=O)COC(=O)c2ccc(C)c(S(=O)(=O)N3CCCCC3)c2)cc1F	-1%	-7%
CC1CCCN(C(=O)c2cc3c(=O)n(C)c4ccccc4c3s2)C1 (centres undefined)	0%	3%
Cc1ccc(-c2csc3ncnc(Sc4nnc(C)s4)c23)cc1	1%	-4%
NC(=S)NN=C1CCCCCCCCCCCCC1	9%	12%
Cc1ccc(CNC(=O)c2ccc(NC(=O)c3nsc4ccccc34)cc2)cc1	-13%	-11%
Cc1ccc(Cn2cc(CCC(=O)NCC(C)c3ccccc3)c3ccccc32)cc1 (centres undefined)	-10%	-20%
CCCCCCCCCCOc1ccc(C(=O)Oc2ccc(Cl)cc2Cl)cc1	-10%	-13%
CCOc1ccc(-c2nc(CNC(=O)Nc3ccccc3)c(C)o2)cc1	23%	-12%
CCN(C(=O)Cn1cnc2sc(C)c(S(=O)(=O)N3CCN(c4ncccn4)CC3)c2c1=O)c1ccccc1F	0%	-12%
Cc1cc(C)c(C(N)=O)c(NCc2ccccc2C)n1	3%	5%
CCOc1ccccc1NC(=O)CN(CCc1ccccc1)S(=O)(=O)c1ccc(C)cc1	-13%[57.5 µM]	-15%[57.5 µM]
CCOC(=O)c1sc2nc(C)c3c(c2c1N)CC(C)(C)OC3	0%	-4%
CCOC(=O)c1sc2ncn(CC(=O)Nc3cc(C)cc(C)c3)c(=O)c2c1C	-1%	-2%
CCCN(CCC)CCCNC(=O)Cn1cnc2sc(C)c(S(=O)(=O)N3CCC(C)CC3)c2c1=O	-3%	4%
c1coc(-c2nn3c(COc4ccc5c(c4)OCO5)nnc3s2)c1	0%	-22%
COc1ccc(Cl)cc1NC(=O)NCCc1c(C)nn(C)c1C	-20%	-2%
NC(=O)N/N=C/c1cccc(Br)c1	-3%	-6%
COc1ccccc1CNS(=O)(=O)c1cc(-c2cc(C(F)(F)F)on2)ccc1C	3%	-6%
COc1ccc(NC(=O)C2CCN(C3=NS(=O)(=O)C(c4ccc(C)c(C)c4)=C3C)CC2)c(OC)c1	15%	11%

Entries of single compounds, looked up by structure. Order of screens: UDG counter	AID inhibitor
COc1ccc(NC(=O)C2CCN(C3=NS(=O)(=O)C(c4ccc(C)c(C)c4)=C3C)CC2)c(OC)c1 is entered as 15%	11%
NC(=O)N/N=C/c1cccc(Br)c1 is entered as -3%	-6%
COc1ccccc1CNS(=O)(=O)c1cc(-c2cc(C(F)(F)F)on2)ccc1C is entered as 3%	-6%

Quoted at random: 3 compounds from above, in no set order.
SMILES	UDG counter	AID inhibitor
c1coc(-c2nn3c(COc4ccc5c(c4)OCO5)nnc3s2)c1	0%	-22%
CCCN(CCC)CCCNC(=O)Cn1cnc2sc(C)c(S(=O)(=O)N3CCC(C)CC3)c2c1=O	-3%	4%
COc1ccc(NC(=O)C2CCN(C3=NS(=O)(=O)C(c4ccc(C)c(C)c4)=C3C)CC2)c(OC)c1	15%	11%

Screens from PubChem.

Some of the compounds tested (hit frequency here may not be typical).
